Screening results as filed in PubChem BioAssay.
USP2a inh: inhibitors of human ubiquitin-specific protease USP2a; AID 463254; 330,000 compounds, 0.01% hits; USP2 core, Ub-CHOP2 coupled fluorogenic reporter, 485/531; O75604; Potency, µM (doses to about 38.3 µM), for the others: at the top dose activity change, negative = inhibition, actives largely listed as inhibitors;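 also: potency is read from the fitted curve at half-maximal effect; plate controls were DMSO wells for no effect and full inhibition by NEM control for full effect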
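Cell-free coupled assay: 10nM USP2 core preincubated 30min RT with compound in Tris-HCl pH 8.0/CaCl2/CHAPS buffer, then 25nM Ub-CHOP2 and 25nM reporter substrate; fluorescence (Ex 485/Em 531) read after 60min RT, normalized to NEM inhibition, concentration-response curves fitted.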
Chronic BCR inh: chronic active BCR signaling inhibition; ABC-DLBCL IkBa-CBG/CBR reporter, luminescence ratio, 4 h; 340,000 compounds, 0.05% hits; Potency, µM (titrated, usually from 46.1 µM), for inactives: at the highest dose ratio change, negative = lower green/red ratio, hits mostly inhibitors; active = well fitted inhibition curve with a large enough effect in the signal ratio, with a control signal flat, not every such curve was filed as active; inconclusive = small, poorly fitted or top-dose-only effect, or effect the other way, or a change in a side signal; the % refers to the signal ratio;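 also: potency is read from the fitted curve at half-maximal effect; plate controls were basal doxycycline-induced cells for no effect and cells given 10 µM MG132 for full effect; MG132 reads +100%, hits lower the ratio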
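Compounds up to 46 uM were incubated four hours with TMD8 cells whose green CBG68 luciferase is fused to IkappaBalpha; red CBR luminescence normalised the signal, and concentration-effect curves were fitted to fusion, red and ratio data.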
Eya2 phos inh: blocks the phosphatase activity of human Eya2 | O00167 | recombinant Eya2, OMFP fluorescence dephosphorylation (OMFP is methylfluorescein phosphate) | Potency, µM (series often up to 76.9 µM), for the others: at the highest dose activity, negative = inhibition, most hits filed as inhibitors | 330,000 compounds, 0.006% hits | AID 488837; also: potency is read from the fitted curve at half-maximal effect; % is scaled to controls: 0 for no effect and ±100 for the full control effect
Target sequence (O00167 whole entry, looked up): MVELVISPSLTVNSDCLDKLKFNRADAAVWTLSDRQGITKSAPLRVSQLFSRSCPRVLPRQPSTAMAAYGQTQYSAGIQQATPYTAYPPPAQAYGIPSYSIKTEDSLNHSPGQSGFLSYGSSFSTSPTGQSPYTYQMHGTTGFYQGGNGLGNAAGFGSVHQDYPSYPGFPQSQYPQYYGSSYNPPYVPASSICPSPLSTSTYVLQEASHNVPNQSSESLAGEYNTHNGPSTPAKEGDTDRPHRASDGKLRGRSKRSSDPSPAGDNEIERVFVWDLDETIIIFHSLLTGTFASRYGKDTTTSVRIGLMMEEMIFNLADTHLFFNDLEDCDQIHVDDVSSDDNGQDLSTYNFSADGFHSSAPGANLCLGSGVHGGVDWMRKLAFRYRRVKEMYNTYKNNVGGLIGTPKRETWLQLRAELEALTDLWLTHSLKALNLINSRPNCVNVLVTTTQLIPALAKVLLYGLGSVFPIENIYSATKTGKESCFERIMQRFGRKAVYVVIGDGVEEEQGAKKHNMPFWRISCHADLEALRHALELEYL
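Eya2 protein (added as 0.2 uM solution) was preincubated with compound for 10 min at ambient temperature in 50 mM HEPES pH 7.5, 50 mM NaCl, 5 uM MgCl2, 0.05% BSA, 1 mM DTT. OMFP (added at 50 uM) then reacted 10 min; fluorescence read at 485/525 nm.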
TSHR antag: blocks TSH signaling through the human TSH receptor; TSHR-expressing cells, TSH-stimulated cAMP HTRF, 2 h; stronger effect = lower value; activity change, negative = inhibition, % at 11.5 µM; 330,000 compounds, 0.2% hits; AID 504810;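 active = activity change below a set negative limit, meaning inhibition stronger than a set level, cut at about -70% in these data; inconclusive = activity change between two set negative limits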; also: % is scaled to controls: 0 for no effect and ±100 for the full control effect
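Freshly harvested TSHR cells receive pin-tooled compound, then EC80 TSH at 4nM final. After 2 hours at 37 deg C, antibody in lysis buffer and cAMP-d2 are added; 30 minutes at ambient temperature precede the HTRF read.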
Tb PFK inh: inhibitors of T. brucei phosphofructokinase. AID 485367. O15648. 330,000 compounds, 0.17% hits. Potency, µM (highest dose often 57.5 µM), for inactives: at the highest dose activity, negative = inhibition, most hits filed as inhibitors. T. brucei PFK, ADP-Glo luminescence;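 also: potency is read from the fitted curve at half-maximal effect; 0% = uninhibited 1x PFK enzyme wells and -100% = no-enzyme wells; nearly all actives have a fitted effect of over 60% in size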
Target sequence (O15648 whole entry, looked up): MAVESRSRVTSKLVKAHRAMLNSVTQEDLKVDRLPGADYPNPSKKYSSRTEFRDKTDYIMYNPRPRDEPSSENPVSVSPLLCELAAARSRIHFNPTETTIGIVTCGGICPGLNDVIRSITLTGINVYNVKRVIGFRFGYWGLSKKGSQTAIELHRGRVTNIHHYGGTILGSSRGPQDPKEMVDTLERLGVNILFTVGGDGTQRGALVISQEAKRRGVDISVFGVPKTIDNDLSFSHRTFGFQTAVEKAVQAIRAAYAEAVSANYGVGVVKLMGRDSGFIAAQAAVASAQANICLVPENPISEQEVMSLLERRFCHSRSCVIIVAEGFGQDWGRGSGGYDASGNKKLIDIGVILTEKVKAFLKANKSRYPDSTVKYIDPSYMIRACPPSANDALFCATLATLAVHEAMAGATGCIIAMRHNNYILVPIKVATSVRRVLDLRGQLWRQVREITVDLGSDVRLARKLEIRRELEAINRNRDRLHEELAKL
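In TEA buffer at pH 8.0 with 5 mM MgCl2, enzyme (1.25 nM) converted F6P (0.5 mM) and ATP (0.1 mM) for 45 min at room temperature. ADP product was read by luciferase luminescence.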
PTAP TSG101 blk: blocks PTAP/TSG101 interaction to inhibit HIV-1 budding; Potency, µM (series often up to 115 µM), for the others: top-dose activity change, negative = inhibition, most hits filed as inhibitors; 340,000 tested, under 10 active; Fluorescence polarization, FITC-PTAP peptide / Tsg101 binding; Q99816; active = well fitted inhibition curve with a large enough effect in the main read-out, with a control signal flat, not every such curve was filed as active; inconclusive = small, poorly fitted or top-dose-only effect, or effect the other way, or a change in a side signal; inactive = no such curve, though single readings can be large or run the other way; also: potency is read from the fitted curve at half-maximal effect; % of control where 0% means no effect
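FP read-out: FITC-PTAP peptide, 50 nM final, binding Tsg101 binding domain, 10 uM final; 20 min, r.t.; 10 mM HEPES pH 7.5, 0.15 M NaCl, 0.01% Tween 20, 3 mM EDTA, 0.1 mM TCEP.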
ELG1 DNA repair: inhibitors of ELG1-dependent DNA repair in HEK293T cells; Potency, µM (series often up to 46.1 µM), for the others: at the top dose activity change, negative = inhibition, actives largely listed as inhibitors; AID 504467; HEK293T ELG1-luciferase reporter, luminescence, 16 h; DNA damage induced by 5-fluorouridine; 330,000 compounds, 2.3% hits; also: potency is read from the fitted curve at half-maximal effect; % is scaled to controls: 0 for no effect and ±100 for the full control effect; nearly all actives have a fitted effect of over 55% in size
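HEK293T cells expressing luciferase-tagged ELG1 (2,000/well) received 5-Fluorouridine plus compound or DMSO for 16 hr at 37 °C. Luciferase was read by ONE-Glo luminescence after 30 min at room temperature.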
Mito fusion yeast: inhibitors of mitochondrial division or activators of mitochondrial fusion; S. cerevisiae fusion-defective mutant growth rescue, CellTiterGlo 48 h; Potency, µM (doses to about 46.1 µM), inactives show at the highest dose growth rescue (activation), actives largely listed as activators; 320,000 compounds, 0.23% hits; AID 485298;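 also: potency is read from the fitted curve at half-maximal effect; % of control where 0% means no effect; nearly all actives have a fitted effect of over 45% in size; temperature-sensitive fusion mutants such as fzo1-1 at 37 °C on non-fermentable ethanol glycerol medium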
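Luminescent cell viability in 1536-well qHTS format served as the measure of rescued growth in ts fusion-mutant S. cerevisiae cultured on non-fermentable YPEG for 48 hours at 37C.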
B2AR arrestin: recruits beta-arrestin to the human beta2-adrenergic receptor; P07550; AID 492947; Potency, µM (highest dose often 46.1 µM), without a hit: at the top dose activation, hits mostly activators; beta-arrestin recruitment to beta2AR, cell-based reporter; 330,000 compounds, 0.02% hits;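 also: potency is read from the fitted curve at half-maximal effect; 0% = DMSO controls and full agonism = EC100 isoproterenol or metaproterenol; nearly all actives have a fitted effect of over 65% in size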
uPA surface inh: cell surface uPA generation inhibition | cell surface uPA generation assay, qHTS | Potency, µM (doses to about 38.3 µM), inactives show at the highest dose activity change, negative = inhibition, hits mostly inhibitors | 330,000 compounds, 0.31% hits | AID 540303; active = well fitted inhibition curve with a large enough effect; inconclusive = small, poorly fitted or top-dose-only effect; inactive = no such curve, though single readings can be large or run the other way; tested in mouse RAW 264.7 cells; also: potency is read from the fitted curve at half-maximal effect; % is scaled to controls: 0 for no effect and ±100 for the full control effect; nearly all actives have a fitted effect of over 55% in size
TCR act: activators of T cell receptors | primary human leukocytes, anti-CD3, IL-2 HTRF, 48 h | Potency, µM (top dose mostly 9.22 µM), inactives show at the highest dose activation of IL-2 secretion, usual class: activators | 330,000 tested, under 10 active; also: % of control where 0% means no effect
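Primary human leukocytes were stimulated with a-CD3 beads plus compounds for 48 hr without co-stimulation; secreted IL-2 was quantified by HTRF using a-IL-2-K (europium cryptate) and a-IL-2-d2, excited at 320nm with acceptor emission read at 665nm.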
Active calls of the source: *; ? = inconclusive; · = not tested or not shown; [ ] = dose if it differs, or a comment. Unless noted, calls follow the shape of the dose curve; as a rule, active = well fitted curve in the direction sought with a large enough effect; inconclusive = small, poorly fitted or top-dose-only effect, or another doubt; inactive = no such curve, though single readings can be large; an effect the other way counts as inactive or inconclusive.

Values run as follows: USP2a inh, Chronic BCR inh, Eya2 phos inh, TSHR antag, Tb PFK inh, PTAP TSG101 blk, ELG1 DNA repair, Mito fusion yeast, B2AR arrestin, uPA surface inh, TCR act
COc1ccc(OC)c(NC(=S)NCc2cccnc2)c1
    0.1%, 0.7%, 6.8%, 9.5, -0.3%, -0.8%, -9.4%, -0.5%, -0.4%, 5.9%, 2.6%[46.1 µM]
Cc1cc(C(=O)NC(C)C2CC2)c(Cl)cc1Cl (configuration not stated)
    0.6%, 3.9%, 6.7%, -9.3, 2.0%, -2.5%, 21.3%, -0.1%, 0.3%, ?, ·
O=c1[nH][nH]c(-c2ccccc2O)c1C(C[N+](=O)[O-])c1ccc(Br)cc1 (configuration not stated)
    -0.6%, ?, -7.1%, -7.5, 9.1%, -0.3%, ?, 0.6%, -0.6%, -7.2%, -1.1%[46.1 µM]
CCc1ccc(NC(=S)N2CCCC2)cc1
    2.9%, -2.7%, 0.5%, 6.7, 0.6%, -1.3%, ?, -12.6%, 0.5%, -5.2%, 1.8%
CCOC(=O)c1sc(/N=C/N(C)C)c(C(=O)OCC)c1C
    -1.5%, -0.3%, 0.0%, -7.5, -4.0%, -2.1%, 0.0%, 4.5%, 0.4%, ·, 4.0%
CCOC(=O)N1CCC(N2Cc3cccc(C(=O)N4CC(C)CC(C)C4)c3C2=O)CC1 (configuration not stated)
    4.3%, 2.1%, -5.6%, 9.5, 2.0%, -3.4%, 0.6%, 2.9%, -1.1%, 3.6%, 0.6%
O=C(NC(Cc1c[nH]c2ccccc12)C(=O)O)c1ccco1 (configuration not stated)
    5.7%, 13.5%, 32.1%, 33.2, 0.7%, -1.0%, 19.6%, 1.7%, 0.3%, -0.5%, -8.4%
Cn1nccc1C(=O)N1CCOCC1
    -0.7%, 0.1%, 4.6%, 5.6, 0.3%, -0.4%, -2.7%, 0.2%, -0.2%, 0.6%, 8.8%
O=[N+]([O-])c1ccccc1Nc1ccccc1
    3.6%, 1.7%, -6.6%, -5.5, 0.6%, 0.4%, -5.2%, -5.1%, -0.2%, ·, 5.2%
C=CCC1(O)C(=O)Nc2ccccc21 (configuration not stated)
    1.0%, 2.0%, 9.0%, -6.4, 3.8%, -2.0%, 12.1%, -2.2%, 0.0%, -4.8%, -1.6%
CCN(CC(=O)NC1CCCCCC1)S(=O)(=O)c1ccccc1
    1.5%, 6.1%, -33.4%, -12.2, -6.2%, 1.5%, -6.6%, 9.8%, 0.0%, 0.9%, 5.7%
O=C(COC(=O)c1cc(S(=O)(=O)N2CCOCC2)ccc1F)Nc1c(Cl)cccc1C(F)(F)F
    -2.4%, -0.9%, -15.3%, 0.2, 0.1%, -0.2%, -6.6%, -5.6%, 0.2%, 6.6%, 0.8%
O=C(c1ccc(S(=O)(=O)N2CCOCC2)cc1)N1CCN(C2=NS(=O)(=O)c3ccccc32)CC1
    0.1%, 6.4%, -20.6%, 0.0, -1.8%, -2.1%, 0.0%, 0.7%, -0.1%, ·, ·
CC(NC(=O)COC(=O)CNC(=O)c1ccc(-c2ccccc2)cc1)c1ccccc1 (configuration not stated)
    -7.5%, ?, 10.2%, 10.4, -6.1%, -2.1%, 7.4%, -4.4%, 0.4%, 0.0%, -15.0%
CCSc1ccc(-c2cccc([N+](=O)[O-])c2)nn1
    -7.8%, 3.0%, 2.5%, 7.7, 2.5%, -7.7%, ?, -11.0%, -0.3%, 0.8%, 0.3%
Cc1csc(C)[n+]1CC(=O)c1ccccc1
    -0.9%, 1.0%, 12.2%, -11.5, -3.9%, 0.8%, -2.8%, 2.1%, -0.9%, -0.4%, 7.0%
Cc1cccc(NC(=S)NCCc2ccc(Cl)cc2)c1C
    1.5%, -0.8%, -8.0%, 0.6, -5.4%, -6.0%, ?, 1.3%, 0.1%, -15.9%, -0.4%
CC1Cn2c(nnc2-c2cccc(Cl)c2)S1 (configuration not stated)
    -1.5%, -0.6%, -19.6%, -16.1, 0.7%, 0.0%, -3.8%, 1.7%, -0.4%, 6.3%, -5.9%[46.1 µM]
COc1ccc(NC(=O)CSc2nccn2Cc2ccco2)c(OC)c1
    1.0%, -0.2%, 6.4%, 3.3, -4.2%, 0.2%, ?, -2.7%, -1.0%, -6.5%, 11.0%
C/C(=N\NC(=O)c1cccc(Br)c1)c1ccc(Br)cc1
    0.9%, -9.3%, 6.6%, 45.9, 4.9%, -0.3%, 19.6%, 1.2%, 0.1%, -2.3%, -13.9%
CN(C)CCNc1nc2sc3c(c2c(=O)n1Cc1ccccc1)CCCCC3
    -1.1%, -1.4%, 5.0%, 5.1, 0.0%, -0.5%, 5.0%, -30.0%, -0.5%, -4.2%, -4.4%
Cc1c(NC(=O)C(C)OC(=O)CNC(=O)c2ccccc2)c(=O)n(-c2ccccc2)n1C (configuration not stated)
    -1.7%, 3.2%, -9.8%, 5.4, -2.0%, -3.3%, 8.2%, -3.2%, -0.4%, 0.5%, -3.2%
C=CCNCCOCCOc1ccc(Cl)cc1C(C)(C)C
    1.7%, ?, -6.5%, 10.7, -1.1%, -1.0%, 8.3%, -3.9%, 0.0%, -0.7%, -0.6%[46.1 µM]
COc1ccc(OC)c(S(=O)(=O)N2CCC(C(=O)N3CCN(c4ccc(F)cc4)CC3)CC2)c1
    -2.1%, -1.2%, 6.5%, 17.5, 1.7%, 0.3%, ?, 3.7%, 0.2%, -7.8%, -1.2%
COc1ccc(S(=O)(=O)N2CCCCC2)cc1NC(=O)C1CSC2(C)CCC(=O)N12 (configuration not stated)
    0.8%, 0.6%, 10.4%, 51.2, -2.9%, -6.7%, -10.5%, 3.3%, -0.1%, 11.5%, -2.6%
Cc1ccccc1OCCCC(=O)NC1CCCCC1
    2.5%, -7.6%, -7.7%, -2.2, -4.6%, 1.3%, 17.0%, 0.2%, 3.0%, 3.5%, 1.8%
C/C=C/Cn1c(Br)nc2c1c(=O)n(C)c(=O)n2C
    1.9%, ?, 7.0%, 2.4, 23.1%, -5.3%, -0.4%, 0.9%, -0.2%, -9.1%, 5.8%
CC(=O)Nc1ccc(NC(=O)C2C3CCC(C3)C2C(=O)O)cc1 (configuration not stated)
    5.4%, -1.6%, -1.3%, 4.6, 1.2%, -6.5%, -2.6%, 8.5%, 0.2%, -3.3%, 10.6%
CCN(CC(=O)Nc1cc(Cl)ccc1C)C(=O)CSCc1ccccc1
    -1.3%, ?, -9.3%, -5.1, -3.5%, 1.7%, 0.5%, 15.8%, -3.9%, 22.0%, ·
O=C(NCCc1cnccn1)C1CCC(=O)N(Cc2ccc(Cl)cc2)C1 (configuration not stated)
    -0.6%, 3.3%, -1.0%, -5.5, 6.0%, 0.0%, -8.1%, 0.7%, -0.3%, -4.6%, -5.9%
COc1ccc(Cl)cc1N(C(C)C(=O)NC1CCCC1)S(C)(=O)=O (configuration not stated)
    5.2%, 0.5%, 4.8%, 3.8, -2.3%, -2.9%, 2.5%, 0.1%, 0.0%, 4.0%, -1.4%
CCOCCCNC(=O)CCNS(=O)(=O)c1ccc(C)cc1
    2.2%, 5.8%, 4.3%, 4.8, -10.2%, 0.0%, 19.0%, 3.2%, -0.1%, ·, -2.9%
COc1ccc(OC)c(NC(=O)C2CCN(S(=O)(=O)c3ccc4c(c3)OCCO4)CC2)c1
    1.4%, -5.5%, 4.5%, -8.2, -0.7%, -2.5%, 2.2%, 1.7%, 0.3%, 4.2%, -3.1%
COc1ccc(Nc2cc(C)nc(N3CCOCC3)n2)cc1
    -1.1%, -1.4%, -1.0%, 9.7, 0.6%, 0.7%, ?, 1.2%, -0.7%, 3.4%, 5.3%
Cc1ccccc1NC(=O)c1cc([N+](=O)[O-])ccc1NCCN1C(=O)CCC1=O
    -2.3%, ?, -3.1%, -6.4, 0.5%, -1.8%, 16.0%, 2.5%, -0.3%, ·, 2.5%
CCN(CC)CCCNC(=O)C1c2cc(OC)c(OC)cc2C(=O)N(C)C1c1cccnc1 (configuration not stated)
    0.3%, ?, 4.2%, -5.6, 0.3%, 2.1%, 14.6%, 2.4%[9.22 µM], 0.0%, 0.9%, -6.3%
